# Assay outcomes: PubChem BioAssay, NMMLSC
# Myeloid diff 2: compounds promoting myeloid differentiation. ER-HoxA9 myeloid progenitors, lysozyme-GFP differentiation, flow cytometry. 360,000 compounds, 1% hits. calls only at 10 µM;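 active = normalized GFP-positive differentiation at or above the plate's own cutoff, the solvent-only control mean plus 3 SD; inconclusive = no clear call, values can overlap the other calls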;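 also: cells exposed to compound for four days before flow analysis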
# Myeloid diff 2 GFP+ MAC1+ %: also measured in Myeloid diff 2; calls as there; GFP+ MAC1+ double positive, %; measured here: differentiation confirmed by MAC1 staining
# An asterisk follows results filed as active; i = inactive; ? = inconclusive; · = no result given; + = active, no number.
# Preview, 15 compounds:
SMILES,Myeloid diff 2,Myeloid diff 2 GFP+ MAC1+ %
O=C(Nc1ccc(OCc2ccccc2)cc1)Nc1nnc([C@@H]2C[C@H](O)[C@@H](CO)O2)s1,i,0.3
CC(NC(=O)C(=O)c1cn(CC(=O)N2CCCC2)c2ccccc12)c1ccccc1 (stereo not given),i,0.4
COc1cccc(/C=C/C(=O)OCC(=O)Nc2ccc3c(c2)OCO3)c1,i,1.8
CCN(C[C@H]1N[C@@](C)(C(=O)OC)[C@H]2C(=O)N(Cc3ccccc3)C(=O)[C@@H]12)S(=O)(=O)c1ccc(F)cc1,i,1.5
CCN(CC)c1ccc(NC(=O)CSc2n[nH]c(-c3ccco3)n2)cc1,i,0.5
Cc1cc([N+](=O)[O-])ccc1NCc1cccc2ccccc12,i,1.4
Cn1c(SCC(=O)Nc2ccccc2Oc2ccccc2)nnc1C1CC1,i,0.6
NC(=O)c1csc(C2OC(CO)C(O)C2O)n1 (stereo not given),i,0.9
CCn1cnc2c(NCCc3cccnc3)nc(C#N)nc21,i,0.8
CC1=C(C(=O)N(C)C)CC(CC(=O)NC2CCCC2)C(=O)N1Cc1ccc(F)cc1 (stereo not given),i,0.7
CC(=O)Nc1cc(-c2ccsc2)cn2c(-c3ccc(F)cc3)cnc12,i,1.7
CC(C)NC(=O)C1(C)CSCC(=O)N1Cc1cccc(C(F)(F)F)c1 (stereo not given),i,4.1
O=C(OCc1ccc(Br)cc1)c1cccc(S(=O)(=O)N2CCCC2)c1,i,0.1
COC(=O)Cn1cnc(C(=O)Nc2ccc(C)c(C)c2)n1,i,0.6
COc1ccccc1N(C)S(=O)(=O)c1ccc(C)c(C(=O)N2CCCCCC2)c1,i,1.3

# The list itself, from the start:
SMILES,Myeloid diff 2,Myeloid diff 2 GFP+ MAC1+ %
O=C(Nc1ccc(OCc2ccccc2)cc1)Nc1nnc([C@@H]2C[C@H](O)[C@@H](CO)O2)s1,i,0.3
CC(NC(=O)C(=O)c1cn(CC(=O)N2CCCC2)c2ccccc12)c1ccccc1 (stereo not given),i,0.4
COc1cccc(/C=C/C(=O)OCC(=O)Nc2ccc3c(c2)OCO3)c1,i,1.8
CCN(C[C@H]1N[C@@](C)(C(=O)OC)[C@H]2C(=O)N(Cc3ccccc3)C(=O)[C@@H]12)S(=O)(=O)c1ccc(F)cc1,i,1.5
CCN(CC)c1ccc(NC(=O)CSc2n[nH]c(-c3ccco3)n2)cc1,i,0.5
Cc1cc([N+](=O)[O-])ccc1NCc1cccc2ccccc12,i,1.4
Cn1c(SCC(=O)Nc2ccccc2Oc2ccccc2)nnc1C1CC1,i,0.6
NC(=O)c1csc(C2OC(CO)C(O)C2O)n1 (stereo not given),i,0.9
CCn1cnc2c(NCCc3cccnc3)nc(C#N)nc21,i,0.8
CC1=C(C(=O)N(C)C)CC(CC(=O)NC2CCCC2)C(=O)N1Cc1ccc(F)cc1 (stereo not given),i,0.7
CC(=O)Nc1cc(-c2ccsc2)cn2c(-c3ccc(F)cc3)cnc12,i,1.7
CC(C)NC(=O)C1(C)CSCC(=O)N1Cc1cccc(C(F)(F)F)c1 (stereo not given),i,4.1
O=C(OCc1ccc(Br)cc1)c1cccc(S(=O)(=O)N2CCCC2)c1,i,0.1
COC(=O)Cn1cnc(C(=O)Nc2ccc(C)c(C)c2)n1,i,0.6
COc1ccccc1N(C)S(=O)(=O)c1ccc(C)c(C(=O)N2CCCCCC2)c1,i,1.3
COc1ccc(CCNC(=O)C(F)(F)F)cc1S(N)(=O)=O,i,3.2
COC(=O)C1CCN(C(=O)COC(=O)c2ccc(N3CCCC3=O)cc2)CC1,i,1.3
CCOC(=O)C1=CC(=O)CC(C)(C)O1,i,0.9
CCCCNc1c(-c2ccc(SC(C)CC)c(OC)c2)nc2ccc(Cl)cn12 (stereo not given),i,0.1
O=C(Cc1ccc(S(=O)(=O)N2CCOCC2)s1)N1CCN(S(=O)(=O)c2cccc(F)c2)CC1,i,0.6
O=[N+]([O-])c1cc(S(=O)(=O)Nc2ccccc2)ccc1Nc1ccccc1,i,0.5
CC(C)(C)C(=O)Nc1ccccc1C(=O)NCCC(=O)Nc1ccccc1,i,3.3
COc1cc(OC)cc(-c2sc3ccc(OC)cc3c2-c2ccc(OCCN3CCOCC3)cc2)c1,i,2.0
C[C@H](O)CNC(=O)c1[nH]cnc1C(=O)N[C@@H](C)c1ccccc1,i,0.5
COc1ccc(CCNC(=O)C2CC(O)CN2S(=O)(=O)c2ccc(Cl)cc2)cc1OC (stereo not given),i,0.9

# Next part (two carried over from the part before).
SMILES,Myeloid diff 2,Myeloid diff 2 GFP+ MAC1+ %
C[C@H](O)CNC(=O)c1[nH]cnc1C(=O)N[C@@H](C)c1ccccc1,i,0.5
COc1ccc(CCNC(=O)C2CC(O)CN2S(=O)(=O)c2ccc(Cl)cc2)cc1OC (stereo not given),i,0.9
COc1cc(C2=CN(Cc3ccccc3)CCC2=O)cc(OC)c1OC,i,1.3
CN(C(=O)COc1ncnc2sccc12)C1CCCCC1,i,0.5
C(=C1c2ccccc2-c2ccccc21)c1ccncc1,i,1.0
CN1CCC(C)(C(=O)Nc2cccc(Oc3ccccc3)c2)C1 (stereo not given),i,0.5
COc1ccc(OC)c(-n2c(SCC(=O)NCC3CCCO3)nc3ccccc3c2=O)c1 (stereo not given),i,0.6
CC1(C(=O)NS(=O)(=O)c2cccc(F)c2)CCN1C(=O)CCc1ccccc1 (stereo not given),i,0.8
Cc1ccccc1CN1C(=O)[C@@H]2Cc3c([nH]c4ccccc34)C(C)(C)N2C1=O,i,3.2
Cc1ccccc1S(=O)(=O)NC(=O)C1(C)CCN1C(=O)C1CCCCC1 (stereo not given),i,1.2
COc1ccc(NC(=O)Nc2cccc3c2O[C@H](CN(C)S(=O)(=O)c2ccccc2)[C@@H](C)CN([C@H](C)CO)C3=O)cc1,i,0.2
Cc1ccccc1C(=O)NCC(=O)NCC1(N2CCOCC2)CCCCC1,i,1.0
Cc1ccc(NC(=O)CSc2nncs2)cc1Cl,i,0.7
O=C(c1ccncc1)N1CCN(S(=O)(=O)c2cccc([N+](=O)[O-])c2)CC1,i,1.2
Cc1cccc(C)c1NC(=O)CSc1nc2[nH]c(=O)cc(O)c2s1,i,0.8
CCC(=O)N1CCCC(C)(C(=O)Nc2ccc3oc(CC)nc3c2)C1 (stereo not given),i,1.1
CC(=O)c1ccc(NC(=O)COC(=O)C2CCN(S(=O)(=O)c3cccs3)CC2)cc1,i,0.6
CCCCCCN1C[C@H](n2cc(COC(=O)c3ccccc3)nn2)[C@@H](O)C[C@@H]1c1ccc(Cl)cc1,i,1.4
OC[C@@H]1CN(Cc2ccccc2)C[C@H](n2cnc3c(NCc4ccncc4)ncnc32)O1,i,0.7
CC(NC(=O)/C(C#N)=C/c1ccc(C(=O)O)cc1)c1ccccc1 (stereo not given),i,0.1
CCOc1ccc(CCNC(=O)COC(=O)COc2ccccc2C)cc1OCC,i,0.7
COc1ccc(OC)c2nc3c(C(=O)NCCN(C)C)cccc3nc12,?,·
C=CCCC(=O)N1C[C@H]2CCN(C)[C@H]2C[C@H]1c1ccc(Br)cc1,i,0.4
CC(=O)c1cccc(-c2ccnc3c2CC(C(=O)NCC2CC2)O3)c1 (stereo not given),i,0.9
CSc1ncnc2c1ncn2CCCN1CCN(c2ccccn2)CC1,i,1.0
CCN(CC)CCCNc1ccc2ncn3c4ccc(O)cc4c(=O)c1c23,?,·
CCOc1ccc(NC(=O)CN(C)C(=O)CCCc2nc3ccccc3c(=O)[nH]2)cc1OCC,i,0.2
SMILES,Myeloid diff 2,Myeloid diff 2 GFP+ MAC1+ %
O=C(c1ccc(Cl)cc1)N1CCN(S(=O)(=O)/C=C/c2ccccc2)CC1,i,0.6
Cc1ccc([C@H]2C(C(=O)O)=CC[C@@H](c3cccc(C)c3)N2S(=O)(=O)c2ccc(C)cc2)cc1,i,0.5
O=C(CNC(=O)c1cccc(N2C(=O)c3ccccc3C2=O)c1)Nc1ccc(F)c(F)c1,i,0.2
O=C(CN1C(=O)CCOc2ccccc21)Nc1ccc(Cl)c(S(=O)(=O)N2CCOCC2)c1,i,0.7
CSc1ncccc1C(=O)OCC(=O)c1cc(C)n(C)c1C,i,0.7
COC(=O)CC1(C(=O)OC)Oc2ccccc2C(=O)N1c1ccc(F)cc1F (stereo not given),i,0.4
CC(NC(=O)COC(=O)c1ccccc1O)C1CC2CCC1C2 (stereo not given),i,1.2
CC(=O)Nc1cc(-c2ccc(CO)cc2)cn2c(-c3ccc(F)c(Cl)c3)cnc12,+,3.8*
Cc1ccc(-c2c(C#N)c(N)n(-c3ccccc3C)c(=O)c2C#N)cc1,i,0.8
COc1cccc(CNc2nc(NC(C)C)nc3ccsc23)c1OC,i,1.3
CCCCn1c(N)c(N(C)C(=O)c2cccc(-n3cnnn3)c2)c(=O)[nH]c1=O,i,0.5
CC(=O)Nc1ccc2c3c(ccc([N+](=O)[O-])c13)CC2,i,1.2
Cn1nc(C(C)(C)C)cc1N1C(=O)CCC1(C)C(=O)NC1CCCCC1 (stereo not given),i,1.2
Cc1cccn2c(=O)nc(SCC(=O)NCCc3ccccc3)nc12,i,1.0
CC1(C(=O)Nc2ccccc2F)CCN1C(=O)Cc1ccc(-c2ccccc2)cc1 (stereo not given),i,0.6
COc1ccc(-c2nc3cc(C)ccn3c2NC2CCCCC2)cc1SC1CCCCC1,+,7.4*
O=c1[nH]nc(Br)c(=O)n1C(c1ccccc1)c1ccccc1,i,0.5
Cc1[nH]c2ccccc2c1C(=O)COC(=O)c1nccnc1N,i,0.3
CC1=C(C(=O)N2CCOCC2)CC(CC(=O)NCc2cccs2)C(=O)N1CCC1=CCCCC1 (stereo not given),i,0.9
COc1cccc(/C=C2\SC(=S)N(CCCC(=O)Nc3cccc(C(=O)O)c3)C2=O)c1,i,0.2
COc1cccc(CNC(=O)[C@@H]2CCCN2C(=O)[C@H]2CCCCN2)c1,i,0.3
CCC(C)c1ccccc1N1CC(C(=O)N2CCN(C(=O)c3ccco3)CC2)CC1=O (stereo not given),i,1.5
COC(=O)[C@@]12C[C@@H](CC(=O)N3CCC(c4ccccc4)CC3)C(=O)N(Cc3ccccc3)C1=CCC(C)(C)C2,i,1.2
COc1cc(NC(=O)c2ccc(-c3c(C)noc3C)c3ccoc23)cc(OC)c1OC,i,1.8
CC(C)N(Cc1ccccc1)S(=O)(=O)c1ccc(-n2cccn2)cc1,i,1.4
SMILES,Myeloid diff 2,Myeloid diff 2 GFP+ MAC1+ %
CC(=O)c1ccc(NC(=O)CSc2nc3ccccc3c(=O)n2CCCN2CCOCC2)cc1,i,0.4
CC(C)CCNC(=O)c1onc(CSc2ccccc2)c1C(=O)NCCC(C)C,i,1.6
CN(C)c1ccc(CCc2ccc(N)cc2)cc1,i,0.7
O=C(CNC(=O)C1CCCC1)Nc1ccccc1Br,i,0.7
Cc1ccc(C2(C)NC(=O)N(CC(=O)N(C)CC(=O)Nc3cccc(F)c3)C2=O)cc1 (stereo not given),i,0.9
CC(C)(C)NC(=O)CN1C(=O)c2cccc3cccc1c23,i,1.0
COCCN(C(=O)COC(=O)CCn1c(C)csc1=O)c1c(N)n(Cc2ccccc2)c(=O)[nH]c1=O,i,0.7
Cc1nc(-c2ccc(F)cc2)c(CC(=O)Nc2cc(S(=O)(=O)N3CCCCC3)ccc2C)s1,i,2.3
O=C(NCc1ccco1)c1ccc(CS(=O)c2ccccc2Cl)o1 (stereo not given),i,0.5
O=C(CSc1ncnc2sc3c(c12)CCCC3)NC1CCS(=O)(=O)C1 (stereo not given),i,1.0
Cc1cc(C2(c3ccc(O)c(C)c3)C(=O)N(C)c3ccc(Br)cc32)ccc1O,i,0.4
Cn1c(=O)c2cc(NC(=O)NCCc3ccccc3)ccc2n1Cc1ccc(F)cc1,i,0.4
CC(C)(C)OC(=O)NCCOC(=O)c1[nH]cnc1C(=O)NCc1ccccc1,i,2.5
CC1=C(/C=C/C(C)=C/C=C/C(C)=C/CO)C(C)(C)CCC1,i,1.9
COc1ccc(-c2csc(NC(=O)CSc3nc(C)cs3)n2)cc1,i,1.5
O=C(CSc1nnc(-c2ccccc2)c2ccccc12)NCCN1C(=O)CSC1=O,i,1.2
COc1cc(OC)cc(C(=O)OCC(=O)NCc2ccco2)c1,i,1.4
C/C(=N\OC(=O)Nc1ccccc1)c1ccc(C)cc1,i,0.2
CN(CC(=O)Nc1cccc(F)c1)C(=O)c1cccnc1Sc1ccccc1,i,0.7
CC(=O)Nc1ccc(-c2ccnc3c2CC(C(=O)Nc2cccc(OC(F)(F)F)c2)O3)cc1 (stereo not given),i,0.7
COc1ccc(NC(=O)c2cc(C)cc(C)c2)cc1S(=O)(=O)N1CCCCC1,i,1.0
COc1ccc(C(=O)N/C(=C\c2ccc(-c3cccc([N+](=O)[O-])c3)o2)C(=O)NCCCN2CCOCC2)cc1,i,1.2
O=C(c1ccc(Cl)c(S(=O)(=O)N2CCOCC2)c1)N(Cc1ccco1)Cc1cccs1,i,0.6
COCCNC(=O)C1CCCN(Cc2ccccc2-c2ccccc2)CC1 (stereo not given),i,0.5
Oc1ccc(C[C@@H]2CNCCN2CCc2cccc3ccccc23)cc1,+,3.2*
SMILES,Myeloid diff 2,Myeloid diff 2 GFP+ MAC1+ %
O=C(O)c1cccc2c1C(=O)c1ccc(-c3ccc(Cl)c(C(F)(F)F)c3)cc1S2(=O)=O,i,2.3
CCN(C[C@H]1N[C@@](CC)(C(=O)OC)[C@H]2C(=O)N(C)C(=O)[C@@H]12)C(C)=O,i,2.1
CC(C)=CCC/C(C)=C/CNC(=O)C[C@H]1C[C@H](C(=O)N2CCCCC2)[C@@]2(CCc3ccccc3)c3[nH]c4cc(-c5ccco5)ccc4c3CCN2C1=O,i,1.1
COc1ccc(S(=O)(=O)NCc2ccc(C(=O)NCCN(C)Cc3ccccc3)cc2)cc1,i,0.9
O=C(Nc1nccs1)c1ccc(COc2c(F)c(F)cc(F)c2F)o1,i,0.1
O=C1CCC(C(=O)N(CCO)Cc2ccccc2)CN1CCc1cccc(F)c1 (stereo not given),i,0.6
CCOC(=O)Oc1c(OC)cc(C(=O)O[C@@H]2C[C@@H]3CN4CCc5c([nH]c6cc(OC)ccc56)[C@H]4C[C@@H]3[C@H](C(=O)OC)[C@H]2OC)cc1OC,?,·
COc1ccc(OCC(=O)OCC(=O)NC2CC2)cc1,i,0.6
O=C1CC(C(=O)O)C2(CCCC2)O1 (stereo not given),i,0.6

# Not all compounds are listed; count on the stated rates, not on these rows.
